Compound activity: PubChem, several laboratories
PhoP inhibition: inhibitors of PhoP regulon expression, primary screen, Salmonella Typhimurium, GFP reporter (AID 1863). S. Typhimurium PhoP-regulated promoter GFP reporter, 4 h; higher % means a stronger effect. one-dose inhibition, % at 50 µM; IC50 in µM for titrated hits. 300,000 compounds, 0.16% hits;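 active = inhibition over 29.93%, a cutoff 3 SD above the screen mean, later confirmed by dose response; inconclusive = inhibition over 29.93% but no dose response follow-up; inactive = inhibition at most 29.93% or unconfirmed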;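 note: 0% = low Mg2+ inducing control and 100% = high Mg2+ repressing control; strong numbers were not always called active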
Myeloid diff MLP: promotes myeloid progenitor differentiation; 360,000 compounds, 1% hits; AID 624256; ER-HoxA9 myeloid progenitors, lysozyme-GFP differentiation, flow cytometry; calls only at 10 µM;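 active = normalized GFP-positive differentiation at or above the plate's own cutoff, the solvent-only control mean plus 3 SD; inconclusive = no clear call, values can overlap the other calls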;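 note: cells exposed to compound for four days before flow analysis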
WT yeast gro inh: growth inhibition of WT yeast, mitochondrial fusion screen; 190,000 compounds, 2.1% hits; AID 1362; inhibition, % at 10 µM; mitochondrial fusion phenotypic screen, WT strain; in the data active = inhibition above about 58%; tested in S. cerevisiae
TNAP activators: human TNAP enzyme activators, primary screen, biochemical, luminescent, no phosphate acceptor, uHTS (AID 1001). purified TNAP, luminescent activation assay, no phosphate acceptor; higher activation fold means a stronger effect. one-dose activation fold at 20 µM; EC50 in µM for titrated hits. 200,000 compounds, 0.03% hits; in the data active = activation fold from about 3, or a potency from the dose series; inactive = the rest, 99 in 100 with activation fold below about 1.6; note: many of its hits are not listed in these tables
human PMI inhibitors: MPI inhibition at elevated mannose 6-phosphate – biochemical, fluorescence intensity, high mannose 6-phosphate, primary screen (AID 1220); recombinant PMI enzyme, coupled fluorescence intensity; higher % means a stronger effect; inhibition, % at 20 µM; hits with a dose series show IC50 in µM; 190,000 compounds, 0.66% hits
XIAP displacement: XIAP antagonists, biochemical, IAP family, fluorescence polarization (AID 1018); 200,000 compounds, 0.007% hits; XIAP BIR domain, fluorescence polarization peptide displacement; higher % means a stronger effect; displacement, % at 20 µM, or IC50 in µM where a hit was titrated; in the data active = displacement above about 50%; note: a part of the inactive calls stands beside numbers as strong as those of hits
RSV antiviral HEp-2: RSV antiviral activity via CPE protection, HEp-2 cells, primary 10 µM value included (AID 2391); HEp-2 cells, RSV-induced CPE inhibition; higher % means a stronger effect; CPE inhibition, % at 10 µM; hits with a dose series show IC50 in µM; 310,000 compounds, 0.13% hits; in the data active = a potency from the dose series; inconclusive = CPE inhibition mostly from about 23% at the one dose, without a potency; inactive = the rest, 99 in 100 with CPE inhibition below about 21%; note: strong numbers were not always called active
PMI inhibitors: inhibitors of human PMI, primary screen, biochemical, fluorescence intensity, coupled assay (AID 1209); one-dose inhibition, % at 20 µM; IC50 in µM for titrated hits; 190,000 compounds, 0.42% hits; purified PMI enzyme, coupled fluorescence intensity; higher % means a stronger effect;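 note: plate controls were DMSO vehicle for no effect and wells lacking substrate for full effect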
Siah-1 displacement: blockers of Siah-1 interaction with plectin peptide – biochemical, fluorescence polarization, rhodamine-plectin, uHTS, primary screen (AID 1817); Siah-1 / rhodamine-plectin peptide fluorescence polarization; higher % means a stronger effect; displacement, % at 20 µM, or IC50 in µM where a hit was titrated; 290,000 compounds, 0.02% hits;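 active = displacement of at least 50% at 20 µM, with a fluorescence ratio check between 0.3 and a set limit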;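 note: plate controls were Siah plus tracer with DMSO for no effect and tracer alone without Siah for full effect; strong numbers were not always called active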
WT yeast gro inh mutant strain: also measured in WT yeast gro inh; calls as there; inhibition, %; mitochondrial fusion phenotypic screen, mutant strain inhibition
Myeloid diff MLP GFP+ MAC1+ %: second read-out of Myeloid diff MLP, no call of its own (marks repeat the call); GFP+ MAC1+ double positive, %; measured here: differentiation confirmed by MAC1 staining
* hit, by the source's call; i = inactive; u = inconclusive; x = no result given. Cut-off read from the data, not from the text of the source, unless noted: active = inhibition above about 50%; inactive = the rest. Compounds as they come. About 3.1% of those tested had a hit in this group.

SMILES	PhoP inhibition	Myeloid diff MLP	Myeloid diff MLP GFP+ MAC1+ %	WT yeast gro inh	WT yeast gro inh mutant strain	TNAP activators	human PMI inhibitors	XIAP displacement	RSV antiviral HEp-2	PMI inhibitors	Siah-1 displacement
Clc1cccc(Cn2ncc3ccccc32)c1	18.8%	i	0.2	x	x	x	x	x	0.3%	x	10.2%
COCCNC(=O)/C(C#N)=C/c1ccc(OCc2ccccc2)cc1	2.8%	i	0.4	-1.4	8.3	1.1	17.8%	-1.9%	0.5%	16.0%	15.7%
COc1ccc2c(C)cc(N3CCN(c4ccc(F)cc4)CC3)nc2c1	-8.9%	i	1.1	61.6	62.0	1.1	10.1%	-0.3%	u	14.4%	0.6%
Cc1nc(SCc2ccc(F)cc2)n[nH]1	-1.0%	i	0.7	x	x	x	x	x	3.6%	x	6.7%
Cc1ccc(OCC(=O)NNC(=O)C2CCCO2)c(C)c1 (stereo unspecified)	2.4%	i	0.5	-6.8	-5.4	1.7	7.4%	-3.7%	0.4%	-0.6%	-0.9%
CC(C)(C)C(=O)C[n+]1ccccc1	1.5%	i	0.3	-4.4	-4.8	1	1.3%	-7.5%	0.7%	-4.3%	7.0%
NC(N)=NC(N)=Nc1cccc2ccccc12	7.4%	i	0.5	x	x	x	x	x	-0.1%	x	-1.1%
CCSc1nsc(NC(=O)Nc2cccc(OC)c2)n1	-3.7%	i	0.7	x	x	x	x	x	19.7%	x	-2.9%
Cc1cc(C(F)F)n2ncc(C(=O)NCCc3ccc(Cl)cc3)c2n1	3.8%	i	0.5	23.7	18.5	1.1	3.2%	-2.9%	16.9%	4.1%	-4.2%
Cc1ccc(C)c(CS(=O)(=O)c2cn(CC(=O)N3CCCCC3)c3ccccc23)c1	-2.6%	i	0.6	-5.5	-3.2	0.9	8.7%	-13.9%	1.9%	5.6%	2.1%
COc1c(NC(C)=O)c2ccccc2c2ccccc12	-3.6%	i	0.2	x	x	x	x	x	0.1%	x	-4.6%
COc1ccc(NC(=O)c2ccccc2Oc2ccccc2)cc1	7.0%	i	0.3	x	x	x	x	x	-0.3%	x	-2.3%

SMILES	PhoP inhibition	Myeloid diff MLP	Myeloid diff MLP GFP+ MAC1+ %	WT yeast gro inh	WT yeast gro inh mutant strain	TNAP activators	human PMI inhibitors	XIAP displacement	RSV antiviral HEp-2	PMI inhibitors	Siah-1 displacement
COCCCNC(=O)Cn1c(=O)n(CCCCCC(=O)Nc2ccccc2)c(=O)c2sccc21	-12.9%	i	0.1	-0.9	14.7	1.1	-9.1%	-3.0%	2.6%	5.3%	-0.7%
COc1ccc(-c2cc(C(=O)NCCN3CCOCC3)c3ccccc3n2)cc1OC	-2.0%	i	0.3	x	x	x	x	x	2.3%	x	3.9%
CCCCOC(=O)Nc1ccc(N(C)C)cc1	-8.3%	i	0.4	-7.3	-0.6	1	18.4%	-5.5%	1.9%	9.3%	-7.1%
CCCCCCC(=O)Nc1c2c(nc3ccccc13)N(C)CC2	2.3%	i	1.6	0.5	51.9	1	2.5%	-5.0%	0.9%	9.5%	3.1%
CC1(C)OC(=O)C(=CNc2ncccn2)C(=O)O1	-4.8%	i	6.1	30.1	25.5	1.1	11.5%	-1.3%	-0.5%	10.2%	1.9%
CC1(C(=O)NC(=S)N(Cc2ccccc2)c2ccccn2)CC1(Cl)Cl (stereo unspecified)	12.7%	i	0.3	-3.9	-25.2	1.1	-6.8%	-2.8%	0.7%	6.8%	-0.8%
CCOC(=O)NN1C(=O)c2ccccc2NC1C (stereo unspecified)	0.3%	i	0.3	9.0	-2.7	1.1	29.4%	-6.9%	1.1%	-13.9%	-2.7%
CC1=NN(c2ccc(Cl)c(C(=O)O)c2)C(=O)C1	-1.7%	i	0.4	3.5	8.2	1	1.1%	-2.4%	0.9%	4.3%	-2.4%
Cc1nc2c(C)cccn2c1C(=O)c1ccccc1	6.9%	i	1.3	-4.2	6.1	1.2	1.4%	-2.4%	1.9%	-4.9%	3.3%
S=C(Nc1ccccc1)N1CCn2cccc2C1c1cccnc1 (stereo unspecified)	-7.0%	i	1.4	-3.9	-7.0	1.1	0.3%	-16.8%	2.0%	3.3%	1.2%
O=C(CCn1c(=O)[nH]c2ccsc2c1=O)N1CCc2ccccc2C1	-6.6%	i	0.2	8.2	0.4	1.1	-4.4%	-8.0%	1.8%	0.6%	-0.6%
Cc1cc(-c2ccc(Br)cc2)n[nH]1	-4.4%	i	0.0	12.2	16.2	0.7	-0.1%	-2.5%	13.7%	4.0%	10.1%

SMILES	PhoP inhibition	Myeloid diff MLP	Myeloid diff MLP GFP+ MAC1+ %	WT yeast gro inh	WT yeast gro inh mutant strain	TNAP activators	human PMI inhibitors	XIAP displacement	RSV antiviral HEp-2	PMI inhibitors	Siah-1 displacement
CC(C)(C)NC(=O)NC12CC3CC(CC(C3)C1)C2	1.7%	i	0.1	-14.4	5.1	1.1	-6.3%	-2.5%	-0.2%	-7.9%	12.6%
Cc1cccc(C)c1Nc1nc2ccccc2o1	-3.5%	i	1.6	9.3	2.6	1.7	5.3%	-3.2%	1.1%	9.7%	2.5%
COc1ccc2[nH]c(=O)c(CN(C(=O)c3cccnc3)c3ccc(C)cc3)cc2c1	-3.5%	i	1.8	-13.0	-9.1	1.1	19.9%	-18.5%	x	7.6%	1.8%
COc1cc(CC(=O)OCc2ccccc2F)cc(OC)c1OC	-3.2%	i	0.2	x	x	x	x	x	2.9%	x	1.4%
COC(=O)c1[nH]c2ccc(F)cc2c1NC(=O)CCN1CCN(C(=O)c2ccco2)CC1	-3.1%	x	x	4.1	18.4	1.1	1.7%	-0.8%	x	-1.0%	-3.8%
COc1ccc(CCn2c(=N)c(S(=O)(=O)c3ccc(Cl)cc3)cc3c(=O)n4ccccc4nc32)cc1	-12.6%	i	2.3	x	x	x	x	x	2.4%	x	-4.8%
Cc1ccccc1NC(=O)CSc1ccsc1[N+](=O)[O-]	-0.5%	i	0.9	6.8	-5.9	1.1	19.0%	-2.6%	1.2%	20.5%	14.3%
COC(=O)CC1C(=O)NCCN1C(=O)c1sc2ccccc2c1Cl (stereo unspecified)	3.1%	i	0.5	x	x	x	x	x	2.7%	x	-3.3%
Cc1cccc(NC(=O)CSc2nnc(-c3ccccc3)n2N)c1C	-1.2%	i	0.4	-0.4	-5.5	1.1	-10.4%	-7.3%	-0.1%	-4.9%	0.4%
Cc1ccsc1/C=C1/NC(=O)N(Cc2ccc(F)cc2)C1=O	-12.3%	i	0.4	-1.3	7.6	1	4.6%	-4.4%	1.1%	-3.7%	-5.6%
CN(C)c1ccc(C=Nc2ccccc2)cc1	-1.0%	i	8.9	-6.1	-5.0	0.9	-10.5%	-5.4%	0.1%	-13.8%	-2.4%
COc1ccc(/C=C/C(=O)C23CC4CC(CC(C4)C2)C3)cc1CN1CCOCC1	0.6%	i	0.2	23.9	0.8	1	11.7%	-6.5%	3.6%	15.2%	0.5%

SMILES	PhoP inhibition	Myeloid diff MLP	Myeloid diff MLP GFP+ MAC1+ %	WT yeast gro inh	WT yeast gro inh mutant strain	TNAP activators	human PMI inhibitors	XIAP displacement	RSV antiviral HEp-2	PMI inhibitors	Siah-1 displacement
CN(C)c1ccc(NC(=O)Cn2ncn3c(cc4ccccc43)c2=O)cc1	-8.9%	i	16.1	0.0	-0.7	1.1	22.0%	-6.6%	0.6%	22.7%	-0.6%
O=C(c1ccoc1)N1CCCC(N2CCN(c3cccc(C(F)(F)F)c3)CC2)C1 (stereo unspecified)	5.5%	i	3.1	x	x	x	x	x	4.3%	x	1.3%
CN(C(=O)COC(=O)c1ccccc1SCC(=O)N1CCCC1)c1ccccc1	2.2%	i	3.6	x	x	x	x	x	0.6%	x	-3.4%
O=C(CSc1ccccn1)N1CCN(c2ccccc2)CC1	0.4%	i	0.9	9.1	-0.9	1.1	4.0%	-2.8%	0.1%	13.3%	7.0%
COc1ccccc1C(=O)NNC(=O)c1cccc(Br)c1	-1.1%	i	0.2	x	x	x	x	x	2.0%	x	2.0%
CC(C)c1nnc(NC(=O)CCC(=O)NCc2cccs2)s1	-5.4%	i	0.9	-56.4	-44.0	1.1	-2.8%	-3.9%	-0.3%	-6.4%	1.5%
CCC(CO)NS(=O)(=O)c1cc(-c2nn(C)c(=O)c3ccccc23)ccc1C (stereo unspecified)	-8.5%	i	0.1	-1.4	-6.9	1.1	1.2%	-3.2%	-3.3%	5.4%	5.3%
NC(=O)CSc1nc2ccccc2c(=O)n1Cc1ccccc1	-0.1%	i	0.6	x	x	x	x	x	0.4%	x	13.4%
CCOC(=O)c1ccc(N=Nc2c(C)[nH]n(-c3ccccc3)c2=O)cc1	-1.0%	i	0.3	x	x	x	x	x	4.7%	x	10.3%
CCN(Cc1cc2ccc(C)cc2[nH]c1=O)C(=O)c1cccnc1	-1.2%	x	x	-9.8	-6.0	1.2	-6.3%	-6.5%	x	-3.6%	-0.7%
COc1ccc(C(=O)OCn2nnc3ccccc3c2=O)cc1[N+](=O)[O-]	-8.4%	i	0.6	1.4	-1.0	1.1	6.9%	-8.3%	-1.9%	-8.9%	-6.9%
COc1ccc(-c2nn(-c3ccccc3)cc2C(=O)O)cc1	-1.8%	i	1.3	3.8	-6.0	1.1	-8.9%	-3.1%	2.3%	-6.9%	-2.2%

SMILES	PhoP inhibition	Myeloid diff MLP	Myeloid diff MLP GFP+ MAC1+ %	WT yeast gro inh	WT yeast gro inh mutant strain	TNAP activators	human PMI inhibitors	XIAP displacement	RSV antiviral HEp-2	PMI inhibitors	Siah-1 displacement
O=C(COC(=O)CCCN=C1NS(=O)(=O)c2ccccc21)NC(=O)NC1CCCC1	4.4%	i	0.9	6.2	-6.7	1.1	-5.3%	-1.3%	1.0%	-5.0%	3.3%
O=C(NC1(c2ccccc2)CC1)C1CCC(=O)N(Cc2ccc(Cl)cc2)C1 (stereo unspecified)	5.1%	i	0.0	x	x	x	x	x	-1.2%	x	1.0%
COc1cccc(CN(C)CC(=O)Nc2cccc3ccccc23)c1	1.3%	i	0.3	-1.1	7.1	1.4	-0.9%	-6.4%	2.8%	1.3%	5.6%
NC(=O)C1CCN(S(=O)(=O)c2cccc(C(=O)O)c2)CC1	-0.9%	i	1.2	-16.4	6.3	1	-3.3%	-16.6%	2.2%	13.0%	0.7%
O=C1C2C3C=CC(C4CC34)C2C(=O)N1/N=C/c1ccc(-c2ccc(Cl)cc2[N+](=O)[O-])o1 (stereo unspecified)	7.6%	i	0.3	23.4	21.6	1.1	7.4%	1.6%	3.2%	12.2%	40.3%
COCCCNC(=S)Nc1c(C)cc(C)cc1C	-3.2%	i	0.3	x	x	x	x	x	2.0%	x	16.8%
